STEP inh: blocks human striatal-enriched tyrosine phosphatase. recombinant STEP, OMFP fluorogenic substrate, fluorescence. inhibition, % at 20 µM. 360,000 tested, 0.25% active. AID 588621;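 active means inhibition at 20 µM, scaled per plate between control wells, above about 37%, limit read from the data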;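 further: 0% = DMSO with enzyme and substrate and 100% = substrate only without enzyme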
Target sequence (P54829 whole entry, looked up): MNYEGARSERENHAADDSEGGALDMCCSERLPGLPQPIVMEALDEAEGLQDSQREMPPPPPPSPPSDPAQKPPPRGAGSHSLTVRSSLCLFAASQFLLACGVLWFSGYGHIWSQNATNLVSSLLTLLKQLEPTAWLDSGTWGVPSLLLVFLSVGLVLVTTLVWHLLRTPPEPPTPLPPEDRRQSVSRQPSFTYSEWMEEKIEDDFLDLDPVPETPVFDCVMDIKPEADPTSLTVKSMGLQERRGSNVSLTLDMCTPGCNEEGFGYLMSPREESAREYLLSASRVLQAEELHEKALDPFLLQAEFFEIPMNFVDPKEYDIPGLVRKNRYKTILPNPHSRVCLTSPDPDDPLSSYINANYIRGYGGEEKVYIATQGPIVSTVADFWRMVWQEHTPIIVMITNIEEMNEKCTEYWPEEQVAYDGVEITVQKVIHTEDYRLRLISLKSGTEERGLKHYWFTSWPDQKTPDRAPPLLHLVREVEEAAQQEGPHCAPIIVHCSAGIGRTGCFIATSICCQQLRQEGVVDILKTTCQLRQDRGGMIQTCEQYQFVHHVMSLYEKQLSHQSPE
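System: STEP (striatal-enriched tyrosine phosphatase) enzyme, cell-free; medium: Bis-Tris pH 6.0 buffer with DTT, detergent; dosing: 20 µM, 1% DMSO; times: reaction 20 min, ambient temperature; detection: fluorescence, 480/540 nm; read-out basis: normalized % inhibition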
SUMO1-SIM PPI: SUMO1-SIM interaction modulation; P63165; SUMO1 binding to a labelled peptide, TR-FRET, 1 h; inhibition, % at 20 µM; 360,000 tested, 0.33% active; AID 602429; in the data active means inhibition above about 37%
Target sequence (P63165 whole entry, looked up): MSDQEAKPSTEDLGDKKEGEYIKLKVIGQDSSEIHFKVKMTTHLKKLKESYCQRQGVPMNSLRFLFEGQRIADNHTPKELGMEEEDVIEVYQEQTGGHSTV
LMPTP block: blocks human LMPTP phosphatase; P24666; recombinant LMPTP-A, OMFP fluorogenic substrate, fluorescence intensity; inhibition, % at 20 µM; 360,000 tested, 0.22% active;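 active means compounds that cut the enzyme signal by at least half of the control window in the single-dose screen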;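 further: plate controls were DMSO wells with enzyme plus substrate for no effect and substrate without enzyme for full effect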
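Assay system: LMPTP-A enzyme. Input: 0.625 nM LMPTP-A final. Probe or stimulus: 400 µM OMFP. Compound dosing: single 20 µM dose. Schedule: 50 min dark incubation at room temperature. Detection: fluorescence intensity of OMFP turnover product. Read-out: percent inhibition versus substrate-only and uninhibited controls. Benchmarks: no-enzyme low control, uninhibited high control.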
Rpn11 block: blocks the human proteasome subunit Rpn11; 360,000 tested, 0.59% active; calls only at 20 µM; human 26S proteasome, Ub4-pepOG fluorescence polarization; 20S core pre-blocked with epoxomicin; O00487; AID 588493;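 active means inhibition at 20 µM, scaled to each plate's controls, above about 33%, limit read from the data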
Target sequence (O00487 whole entry, looked up): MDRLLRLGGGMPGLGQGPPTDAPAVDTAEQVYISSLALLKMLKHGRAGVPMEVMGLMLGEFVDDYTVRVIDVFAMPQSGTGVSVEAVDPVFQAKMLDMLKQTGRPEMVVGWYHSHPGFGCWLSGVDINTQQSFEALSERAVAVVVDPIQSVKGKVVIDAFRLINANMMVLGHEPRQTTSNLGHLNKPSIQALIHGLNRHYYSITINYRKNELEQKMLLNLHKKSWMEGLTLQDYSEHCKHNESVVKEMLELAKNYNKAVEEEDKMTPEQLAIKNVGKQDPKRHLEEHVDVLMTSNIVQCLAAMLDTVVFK
Scp-1 inhibitor: Scp-1 (human) phosphatase inhibition; inhibition, % at 20 µM; 340,000 tested, 0.88% active; AID 493091; Recombinant Scp1, phosphopeptide, malachite green phosphate absorbance;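 active means inhibition above about 50% at 20 µM, limit read from the data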;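 further: plate controls were DMSO wells with enzyme for no effect and wells lacking enzyme for full effect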
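System: SCP-1 catalytic domain; Reagent: Phospho 17-mer peptide substrate; Doses: one concentration, 20 µM, with 1.0% DMSO; Incubation: 45 min room-temperature reaction, 5 min colour, 30 min stabiliser; Signal: Phosphate-binding colour reagent, absorbance read at 630 nm.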
DNMT1 inh: blocks human DNA methyltransferase DNMT1 | P26358 | DNMT1 molecular beacon, Hinp1I cleavage, fluorescence | inhibition (reported as % activation of signal), % at 10 µM | 360,000 tested, 0.83% active | AID 588458; in the data active means inhibition above about 50%
CSN inh: CSN deneddylation inhibition; inhibition, % at 12.5 µM; Q92905; Purified CSN, SCF-Nedd8-OG deneddylation, fluorescence polarization; 360,000 tested, 0.38% active;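 active means pattern-corrected inhibition above about 35%, with an unprinted fluorescence ratio check between 0.5 and 1.5, limit read from the data, passing the limit was not always enough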;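 further: 0% = enzyme with substrate and 100% = substrate without enzyme; some results filed as inactive read as strong as hits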
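test system = HEK293T-derived human Csn5 enzyme | amount = 0.24 nM Csn5 enzyme, final concentration | medium = Tris/NaCl/DTT buffer, pH 7.5 | schedule = 90 min reaction at room temperature | signal = FP | evaluation = inhibition of Csn5 cleavage, % | compound dosing = single dose of 12.5 µM compound with 0.25% DMSO | probe or stimulus = 10 nM SCFSkp2-Nedd8OG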
Tb MetRS inh: blocks T. brucei methionyl-tRNA synthetase activity. 360,000 tested, 0.4% active. inhibition, % at 11.9 µM. purified T. brucei MetRS, ATP depletion, Kinase-Glo luminescence;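 active means inhibition above a per-plate cutoff of the control wells' mean inhibition plus 3 SD, cut at about 5.5% in these data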;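 further: 0% = DMSO wells median and 100% = median of wells with control inhibitor compound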
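technique = Kinase-Glo luminescence, ATP depletion format | system = purified MetRS (methionyl-tRNA synthetase) enzyme from Trypanosoma brucei | timing = 15 min preincubation, 2 h reaction, all 25 °C | evaluation = percent inhibition versus plate control medians | dosing = single dose, 11.9 µM final nominal, 0.9% final DMSO | also added = substrates ATP, L-methionine and bulk Escherichia coli tRNA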
NadD block: inhibitors of Staphylococcus aureus NadD. purified NadD enzyme, colorimetric absorbance read-out. inhibition, % at 20 µM. 360,000 tested, 0.78% active. AID 602399; in the data active means inhibition above about 26%; further: some compounds past the cut are filed as inactive
MLLE-PAM2 inh: inhibitors of microRNA-mediated deadenylation, human PABP1 MLLE binding | P11940 | GST-MLLE / FITC-PAM2 fluorescence polarization | inhibition, % at 20 µM | 360,000 tested, 0.36% active | AID 588489; in the data active means inhibition above about 35%, passing the limit was not always enough;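 further: plate controls were DMSO wells with GST-MLLE for no effect and wells lacking GST-MLLE protein for full effect; some results filed as inactive read as strong as hits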
The depositor's hits bear a star; i = inactive; . = no result given. Random draw from the library; 3.6% or so of the library scored in one or more.

SMILES	STEP inh	SUMO1-SIM PPI	LMPTP block	Rpn11 block	Scp-1 inhibitor	DNMT1 inh	CSN inh	Tb MetRS inh	NadD block	MLLE-PAM2 inh
Cn1cc(-c2csc(C(C)(O)c3cccc(F)c3)n2)cn1 (stereo not drawn)	0	3	-1.3	i	.	4	-6	0.0	-9	-1
Clc1ccc(CNCC2CCCO2)c(Cl)c1 (stereo not drawn)	-2	1	-1.2	i	-8	1	-5	0.2	-9	4
Cc1noc(C)c1C(=O)N1CCC1(C)C(=O)NS(=O)(=O)c1ccc(Br)cc1 (stereo not drawn)	-3	3	-2.3	i	.	4	-3	-0.2	1	7
CCCC(=O)c1ccc(N2CCN(C(=O)c3ccccc3Br)CC2)c(F)c1	1	0	2.3	i	-6	-5	-2	-0.7	-6	-1
N#CC1=C(N)OC2=C(C(=O)CCC2)C1c1cccs1 (stereo not drawn)	0	5	0.4	i	1	-2	0	-1.7	-5	15
c1ccc(NCc2cccc3ccccc23)nc1	1	2	2.7	i	-4	7	0	0.1	-4	4
Cc1cccc(N(C(=O)c2snc(C(N)=O)c2N)C(C(=O)NCC2CCCO2)c2ccc(N(C)C)cc2)c1 (stereo not drawn)	0	-25	0.3	i	-3	-1	-1	-0.7	3	5
CC(=O)NNC(=O)C(O)(c1ccccc1)c1ccccc1	-1	2	-1.6	i	-5	3	5	-0.3	1	8
COc1c2ccc(OCC/C(C)=C/C(=O)C=C(C)C)cc2nc2occc12	-2	6	2.0	i	5	-4	7	-0.3	12	-8
c1ccc(-n2ncc3c2ncn2nnnc32)cc1	-3	-1	-1.3	i	1	9	4	-0.7	5	-10
O=C(/C=C/c1cn(-c2ccccc2)nc1-c1cccnc1)N1CCCCC1	2	-10	1.1	i	-5	-2	-3	0.0	4	-7
O=C(c1ccc(C(F)(F)F)cc1)N1CCC(=O)N(C(COCc2ccc(Cl)cc2)Cc2ccccc2)CC1 (stereo not drawn)	1	2	5.9	i	-6	-12	-6	-0.1	-2	-3
Cc1nnc(SCSc2nnc(C)s2)s1	-3	-3	0.0	i	0	1	2	-0.1	-4	17
CN(C)Cc1c(C(=O)N/N=C/c2cccc(OCc3ccc(F)cc3)c2)nnn1-c1nonc1N	-1	6	1.8	i	-7	-5	-3	-1.0	10	-1
O=C(CN1C(=O)C2C3CCC(C3)C2C1=O)OCC(=O)c1ccc(Br)cc1 (stereo not drawn)	-2	-1	-0.3	i	-8	0	4	-0.5	-10	-2
CCN1C(=O)C(O)(CC(=O)c2ccc3c(c2)OCCO3)c2ccccc21 (stereo not drawn)	2	-3	-1.1	i	-12	-1	1	-0.4	-1	11
C=CCN1CN(Cc2ccco2)CNC1=S	-2	1	-2.6	i	9	10	-3	0.1	3	-49
CCOC(=O)c1c(-c2ccc(C)cc2)csc1NC(=O)C1CC=CCC1C(=O)O (stereo not drawn)	5	7	1.1	i	13	20	0	-1.3	11	18
CCOC(=O)c1oc2ccc3c(c2c1C)C(=O)CC1(CCN(C(=O)OCC)CC1)O3	0	-12	1.1	i	-9	-8	-3	0.0	-7	9
CC1CCCC(NC(=O)COC(=O)COc2ccc(C#N)cc2)C1C (stereo not drawn)	-2	2	0.1	i	2	-4	-1	0.3	4	-8
N/C(Cc1ccc([N+](=O)[O-])cc1)=N\OC(=O)c1ccc(Br)o1	-1	-18	-1.1	i	0	9	-7	-1.4	3	13
Cc1cc(Cn2nc(C(=O)NCc3cccs3)cc2-c2ccccc2)on1	2	2	-1.5	i	-2	-1	4	-0.4	-5	6
CCC(=O)/C(=C(/O)c1ccccc1)c1nc2ccccc2[nH]1	0	4	-0.2	i	0	-3	-1	0.1	-6	8
COCCn1nnnc1C(c1ccccc1OC)N1CCc2ccccc2C1 (stereo not drawn)	-3	-2	-1.7	i	0	2	-2	0.6	-4	-12
Cc1ccc(F)cc1NC(=O)COC(=O)C1CC2CCCC(C1)C2=O (stereo not drawn)	-1	-1	-2.8	i	.	9	-3	-0.3	1	10
Additional entries.
SMILES	STEP inh	SUMO1-SIM PPI	LMPTP block	Rpn11 block	Scp-1 inhibitor	DNMT1 inh	CSN inh	Tb MetRS inh	NadD block	MLLE-PAM2 inh
O=C(NNC(=O)C1CCN(C(=O)Nc2ccccc2)CC1)c1ccc([N+](=O)[O-])cc1	-1	-35	0.0	i	6	-1	-4	-0.4	-1	10
Cc1ccc(N2C(=O)SC(N(CC(=O)O)c3cccc(C)c3)C2=O)cc1 (stereo not drawn)	-2	3	-1.2	i	-1	4	3	-1.0	-3	26
Cc1ccccc1C(=O)NNC(=O)CSc1nnc(C)n1-c1ccccc1	0	-2	-0.3	i	1	2	2	-0.8	-14	3
N#CC1(NC(=O)COC(=O)Cc2n[nH]c(=O)c3ccccc23)CCCCC1	-3	1	-1.6	i	-3	-3	-1	-0.3	3	-6
Cc1cc(C(=O)CSc2nc3ccc(Cl)cc3[nH]2)c(C)n1CC1CCCO1 (stereo not drawn)	8	5	1.8	i	5	-11	3	0.8	25	-84
CCCC(=O)Nc1cnc(NC(=O)c2cccc(F)c2)cc1C	1	1	-1.4	i	-8	4	1	-0.9	-1	10
O=C(N/N=C/c1cccc([N+](=O)[O-])c1O)C(O)(c1ccccc1)c1ccccc1	-2	-31	3.5	i	-4	1	1	0.2	2	-2
CCc1nnc(NC(=O)CCC(=O)NCc2ccccc2OC)s1	3	-3	-2.4	i	2	1	4	-1.5	-4	4
C[C@@H](c1ccccc1)N1C[C@H](COCc2ccccc2)Oc2cc(N3CC[C@@H](O)C3)ccc2S1(=O)=O	.	-2	2.8	.	.	.	2	0.1	-4	.
C[C@@H]1CN([C@@H](C)CO)C(=O)CCCn2nncc2CO[C@H]1CN(C)Cc1cccc(C(F)(F)F)c1	0	1	-1.7	i	.	1	1	-1.7	1	-1
C[C@@H](N)C(=O)NC[C@H]1CC[C@H](C(=O)N[C@@H](Cc2ccccc2)C(=O)O)CC1	-2	3	-2.5	i	6	0	2	-1.3	-4	-1
O=C(Nc1ccc(Cl)cc1)/C(=C1\CCCN1)[N+](=O)[O-]	-1	-7	0.6	i	3	-1	-1	-0.3	-6	13
O=C(O)C12CC3CC(C1)CC(n1ncc(NCc4ccccc4)c(Cl)c1=O)(C3)C2	0	-9	-0.2	i	7	1	-6	-0.3	-5	1
CN(CC(=O)Nc1ccc(OC(F)(F)F)cc1)C(=O)Cc1cccs1	0	1	-0.3	i	-11	6	3	0.1	-8	-1
COc1ccc(CN(CC2CCC(C(=O)O)CC2)C(=S)Nc2ccccc2OC)cc1 (stereo not drawn)	2	2	0.7	i	-1	-2	-3	-0.2	2	-14
O=C(OCC(=O)N1CCc2ccccc21)c1cccc(S(=O)(=O)N2CCCc3ccccc32)c1	0	0	0.7	i	-5	0	-3	-0.8	-3	6
COc1cc2cc(C(=O)N3CCOCC3)cc(-c3ccc(C)cc3)c2cc1OC	-1	-6	-0.4	i	0	-1	5	-2.1	-1	10
CCOc1cc(C(=S)N2CCOCC2)ccc1OC(=O)c1cc(OC)c(OC)c(OC)c1	-2	-1	0.9	i	-5	1	-2	0.1	-3	7
Cc1ccc(S(=O)(=O)N2C(c3cccc(Cl)c3)CC=C(C(=O)O)C2c2cccc(Cl)c2)cc1 (stereo not drawn)	.	13	0.7	.	.	.	1	0.1	.	.
C=CC1=CCN(S(=O)C(C)(C)C)[C@H]1CCO (stereo partly drawn)	-1	1	-0.5	i	-14	0	-3	0.3	1	-2
CC(=O)N1CCN(c2ccccc2NC(=O)c2cc3ccccc3o2)CC1	-2	6	-0.3	i	-1	2	-4	-1.0	-7	16
O=C1Cc2cccc(=O)c(O)c2C(=O)O1	22	10	0.3	i	.	81*	21	-0.1	-2	9
COc1cc(OC)cc(-c2nnc(NC(=O)CCS(=O)(=O)c3ccc(F)cc3)o2)c1	2	2	-1.0	i	3	0	4	-0.5	14	17
CC(=O)Nc1ccccc1NC(=O)COc1cccc2ccccc12	-3	2	0.8	i	-5	1	3	-0.5	-4	14
Cc1ccc(C)c(Cn2cnc3c(nnn3-c3ccc(F)cc3)c2=O)c1	-7	6	0.7	i	-2	7	5	-1.8	-10	9

3 of the entries above in order of their number in LMPTP block, rising.
| smiles | SUMO1-SIM PPI | LMPTP block | Rpn11 block | Scp-1 inhibitor | DNMT1 inh | CSN inh | Tb MetRS inh | NadD block | MLLE-PAM2 inh |
| --- | --- | --- | --- | --- | --- | --- | --- | --- | --- |
| O=C(Nc1ccc(Cl)cc1)/C(=C1\CCCN1)[N+](=O)[O-] | -7 | 0.6 | i | 3 | -1 | -1 | -0.3 | -6 | 13 |
| O=C(OCC(=O)N1CCc2ccccc21)c1cccc(S(=O)(=O)N2CCCc3ccccc32)c1 | 0 | 0.7 | i | -5 | 0 | -3 | -0.8 | -3 | 6 |
| C[C@@H](c1ccccc1)N1C[C@H](COCc2ccccc2)Oc2cc(N3CC[C@@H](O)C3)ccc2S1(=O)=O | -2 | 2.8 | . | . | . | 2 | 0.1 | -4 | . |

More records follow:
SMILES	STEP inh	SUMO1-SIM PPI	LMPTP block	Rpn11 block	Scp-1 inhibitor	DNMT1 inh	CSN inh	Tb MetRS inh	NadD block	MLLE-PAM2 inh
CC1(C)CC(=O)c2sc(NC(=O)c3cccs3)nc2C1	0	-7	-1.5	i	-1	-1	3	-0.9	6	-1
C=CCN(c1ccccc1)S(=O)(=O)c1cccc(C(=O)NCC(c2cccs2)N2CCOCC2)c1 (stereo not drawn)	-3	-27	-10	i	-5	-1	0	0.0	3	1
CC(OC(=O)c1ccc2c(c1)OCCO2)C(=O)NC1CCCCC1C (stereo not drawn)	-1	1	0.7	i	-5	1	-2	-0.4	-9	9
COc1ccc(S(=O)(=O)N(C)C)cc1NC(=O)CSc1nc(N)cc(N)n1	7	3	3.7	i	-10	3	-2	-0.2	-2	-7
COC(=O)C1=C(C)NC(C)=C(C(=O)OC)C1c1ccc(NC(C)=O)cc1	-2	-2	0.1	i	-5	2	1	-0.8	-5	5
Cc1c(Cl)cccc1NC(=S)N1CCN(Cc2ccc3c(c2)OCO3)CC1	-2	1	-1.8	i	1	-3	-8	-0.8	2	-85
O=C(Nc1cccc(C(=O)O)c1)/C(=C\c1ccccc1)NC(=O)c1cccc2ccccc12	-1	-5	-1.0	i	-15	3	-4	-0.2	-6	9
Cc1ccc(S(=O)(=O)N2CCN(C(=O)[C@H](Cc3ccccc3)NC(=O)c3ccco3)CC2)cc1	2	2	-0.5	i	-6	3	0	0.1	-1	-10
